Screening results deposited in PubChem BioAssay by several laboratories.
BH1578 lux ind – induces V. cholerae light production without autoinducers; AID 588436; V. cholerae BH1578 lux reporter, luminescence, 6 h; activation, % at 18.7 µM; hit rate 0.16% among 350,000; in the data active = activation mostly above about 9.7%, no sharp cut-off; inconclusive = no clear call, values can overlap the other calls; inactive = mostly below about 3.7%; also: not every result past the cut was called active; inactives centre near 0; reference of the scale not given here
TcdB inh – blocks C. difficile toxin B glycohydrolase activity. P18177. TcdB glycohydrolase enzymatic assay, plate reader. inhibition, % at 9.99 µM. hit rate 0.24% among 350,000. AID 652162; in the data active = inhibition above about 10%
Yp Topo-I inh – blocks Yersinia pestis topoisomerase I activity. hit rate 0.064% among 360,000. Y. pestis Topo-I cleavage product accumulation, plate reader. AID 504884. activity, % at 10 µM; in the data active = activity above about 50%, passing the limit was not always enough; inconclusive = no clear call, values can overlap the other calls; also: inactives centre near 2
PrPC TRFRET – reduces human prion protein on the cell surface; cell surface PrPC, TR-FRET read-out; inhibition, % at 13.8 µM; hit rate 0.43% among 370,000; AID 720596; in the data active = inhibition above about 24%; also: 0% = median of the test wells and 100% = reference compound wells
BoNT-A LC inh2 – inhibitors of Botulinum neurotoxin A light chain protease; multiplex microsphere protease substrate cleavage, flow cytometry; inhibition, % at 10 µM; hit rate 0.17% among 360,000; AID 588499; also: plate controls were buffer without enzyme for full effect and enzyme alone for no effect
Anthrax LF inh2 – anthrax lethal factor protease inhibition; hit rate 0.12% among 360,000; multiplex microsphere protease cleavage assay, LF; P15917; inhibition, % at 10 µM; also: plate controls were buffer without enzyme for full effect and enzyme alone for no effect
Target sequence (P15917 whole entry, looked up): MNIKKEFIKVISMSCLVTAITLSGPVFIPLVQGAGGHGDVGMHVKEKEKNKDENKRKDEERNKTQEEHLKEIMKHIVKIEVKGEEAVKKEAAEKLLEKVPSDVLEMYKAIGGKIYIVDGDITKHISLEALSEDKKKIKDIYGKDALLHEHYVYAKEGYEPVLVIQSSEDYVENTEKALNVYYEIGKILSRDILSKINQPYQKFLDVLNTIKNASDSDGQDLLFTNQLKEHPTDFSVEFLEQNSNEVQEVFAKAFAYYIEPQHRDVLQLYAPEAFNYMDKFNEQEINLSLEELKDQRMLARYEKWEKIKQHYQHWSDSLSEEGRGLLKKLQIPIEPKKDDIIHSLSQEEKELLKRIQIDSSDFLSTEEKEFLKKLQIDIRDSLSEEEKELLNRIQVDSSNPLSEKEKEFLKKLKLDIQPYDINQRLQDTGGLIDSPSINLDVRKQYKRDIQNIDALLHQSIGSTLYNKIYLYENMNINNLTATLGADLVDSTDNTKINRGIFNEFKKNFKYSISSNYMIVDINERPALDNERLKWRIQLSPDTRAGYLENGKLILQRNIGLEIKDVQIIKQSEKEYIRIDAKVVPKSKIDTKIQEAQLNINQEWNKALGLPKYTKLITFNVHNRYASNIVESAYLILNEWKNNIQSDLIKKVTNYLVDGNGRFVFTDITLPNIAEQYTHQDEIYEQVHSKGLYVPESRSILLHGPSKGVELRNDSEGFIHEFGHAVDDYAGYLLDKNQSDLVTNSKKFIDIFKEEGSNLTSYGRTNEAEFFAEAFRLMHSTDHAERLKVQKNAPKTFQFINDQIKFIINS
SSB-PriA inh – blocks PriA binding to SSB C-terminal tail | AlphaScreen SSBct-PriA binding, biotinylated peptide | inhibition, % at 33 µM | hit rate 0.6% among 430,000; in the data active = inhibition mostly above about 37%, no sharp cut-off; inactive = mostly below about 20%;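 also: plate controls were negative control peptide for no effect and reference peptide for full effect; strong numbers were not always called active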
PfHsp40 yeast – restores yeast growth despite PfHsp40 toxicity | hit rate 0.68% among 340,000 | S. cerevisiae expressing PfHsp40, growth rescue, ATP luminescence | growth rescue, % at 12.5 µM | AID 504582; in the data active = growth rescue above about 28%, passing the limit was not always enough; inconclusive = no clear call, values can overlap the other calls;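 also: yeast W303a lacking pdr1 and pdr3 grown in galactose medium; growth measured after three days at 30 °C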
SARS 3CLpro inh – SARS-CoV 3CLpro protease inhibition | inhibition, % at 6 µM | hit rate 0.14% among 290,000 | recombinant SARS-CoV 3CLpro, quenched FRET peptide cleavage | P0C6X7; in the data active = inhibition above about 12%
Numbers without * were called inactive; i = inactive; ? = inconclusive; nt = no result given; & = joins results of further samples. Rule as the data show it, unless noted: active = inhibition above about 30%; inconclusive = no clear call, values can overlap the other calls; inactive = below that. This is a subset; rates above refer to the full screens.

SMILES	BH1578 lux ind	TcdB inh	Yp Topo-I inh	PrPC TRFRET	BoNT-A LC inh2	Anthrax LF inh2	SSB-PriA inh	PfHsp40 yeast	SARS 3CLpro inh
O=C(/C=C/c1ccccc1)OCCCCN=C1NS(=O)(=O)c2ccccc21	0.6	-1.0	16	5	1.7	2	-26	0.7	2
CC(C)[C@H](NC(=O)N1CCC(Cc2ccccc2)CC1)C(=O)O	-0.3	1.0	1	-1	-0.1	-3	-13	-0.2	-3
CC(=O)Nc1n[nH]c(=S)s1	-0.8	18*	0	-6	0.3	-3	-8	-0.4	nt
O=C(Cc1ccccc1)NCC1CCCO1 (stereo not given)	0.9	nt	4	7	-0.5	-3	-10	-1.1	0
O=C(O)Cc1ccc2c(c1)N(S(=O)(=O)c1cccc(C(F)(F)F)c1)CC(C(=O)O)O2 (stereo not given)	i	nt	-4	-3	0.6	-5	-5	-1.1	0
CC(=NNC(=O)CSc1nc2ccccc2o1)c1ccco1	i	0.0	-4	5	-0.7	2	-2	-0.5	nt
O=C(OC1C2CCC1C1CN(CCc3ccccc3)CC12)c1ccccc1 (stereo not given)	0.1	nt	-4	7	-0.9	-2	-8	1.3	-2
c1cncc(C2SCCCS2)c1	i	-1.5	5	2	-0.9	1	nt	nt	nt
CCOC(=O)[C@]12Cc3cc(C)ccc3[C@H]1N(C)C(=O)c1ccccc12	nt	1.1	nt	0	-0.2	3	nt	nt	nt
CCc1ccc2c(c1)C(=O)c1ccccc1C2=O	0.5	0.0	-14	-8	0.6	-2	30	0.5	0
CCCN(CC(=O)Nc1ccccc1C)C(=O)c1ccc(N2CCCCC2)c([N+](=O)[O-])c1	i	1.5	34	1	-0.3	4	18	0.1	nt
Cc1ccc(N2Cc3ccccc3OC(C)C2=O)cc1 (stereo not given)	nt	-0.1	8	8	0.2	-3	-7	0.1	3
Cn1cccc1C(=O)NC(=O)CSc1nnc(C2CC2)n1-c1ccccc1	-0.6	nt	14	-2	2.3	5	10	0.7	-1
COCCn1nnnc1SCC(=O)NCc1ccc2c(c1)OCO2	0.0	-1.9	-3	-5	-0.7	0	3	-0.2	-1
NC(=O)NC(c1ccccc1)c1ccccc1F (stereo not given)	i	nt	7	8	-0.4	-2	-12	0.2	4
COc1ccc(CN2CNc3nc4ccccc4n3C2)cc1	-0.4	-4.1	-5	5	-0.9	-12	-1	-1.0	0
O=C1CCN(Cc2ccc([N+](=O)[O-])cc2)CCN1[C@H](CO)c1ccccc1	i	-3.3	1	-18	-0.6	-11	-9	0.4	1
O=C(NC1CCS(=O)(=O)C1)c1cc2c(=O)n3ccccc3nc2n1Cc1ccccc1 (stereo not given)	-0.3	-0.2	5	2	0.2	0	nt	nt	nt
CCc1ccccc1Nc1cc(C(=O)NCc2ccccn2)c2ccccc2n1	i	-7.4	2	-2	0.0	-3	-10	0.2	2
CC(C)(Oc1ccc(CCNC(=O)c2ccc(Cl)cc2)cc1)C(=O)O	i	-0.5	0	-3	-0.4	-6	-2	6.9	4
CCOC(=O)C1=C(C)NC(C)=C(C(=O)OCC)C1c1cccc(C)n1	-1.2	3.5	-8	-4	-0.2	3	1	0.7	-1
COc1ccccc1NC(=O)CSc1nnc(CNC(=O)c2cccs2)o1	-0.4	0.2	5	2	-1.5	-1	0	-0.8	1
COc1ccccc1COCC(O)CN1CCN(S(=O)(=O)c2cccc(F)c2)CC1 (stereo not given)	0.1	-9.0	13	3	0.6	2	-2	-0.1	nt
O=C(CSc1nc(=O)n2ccccc2n1)N1CCN(c2ccccc2)CC1	-0.7	-0.5	1	3	nt	nt	-4	0.2	nt
COc1ccc(/C=C2/SC(=O)N(CCNC(=O)CC(NC(C)=O)c3ccccc3)C2=O)cc1 (stereo not given)	-0.4	0.0	-11	0	1.3	0	-6	0.3	4

(continued)
SMILES	BH1578 lux ind	TcdB inh	Yp Topo-I inh	PrPC TRFRET	BoNT-A LC inh2	Anthrax LF inh2	SSB-PriA inh	PfHsp40 yeast	SARS 3CLpro inh
Cc1cc(C(=O)CN2C(=O)NC3(CCCCC3)C2=O)c(C)n1C	i	2.4	11	-6	-0.7	-6	-1	-0.3	3
C=CCC1(CC=C)CCCN1C(=O)CC1C(=O)NCCN1Cc1cccc(OC)c1OC (stereo not given)	0.0	0.6	31	-4	0.1	0	-3	-1.2	2
CCOC(=O)N1CCN(C(=O)COc2ccccc2Cl)CC1	-17	nt	1	-3	-0.7	6	-9	-0.3	-7
CCOC(=O)/C=C1/SCC(=O)N1CC(=O)Nc1ccc2c(c1)CCC2	-2.7	-12	-1	6	0.2	-2	-4	0.2	nt
Cc1noc(C)c1S(=O)(=O)N1CCCC(C(=O)N2CCc3ccccc3C2)C1 (stereo not given)	-0.4	-0.2	4	6	-0.9	-9	-17	0.1	4
COc1ccc(OCC(=O)NC(=S)Nc2ccc(S(=O)(=O)Nc3cc(C)on3)cc2)cc1	i	0.1	15	-5	0.3	2	4&-8	-0.2	6
CCc1ccccc1NC(=O)c1ccc2c(O)c(S(=O)(=O)c3ccc(OC)cc3)c(=O)[nH]c2c1	i	0.3	-4	0	1.8	-5	0	0.2	8
COCCNC(=O)C1(C)CCN(C(=O)c2ccc3sccc3c2)C1 (stereo not given)	-0.2	0.4	7	-3	0.3	-2	nt	nt	nt
C[C@@H](NC(=O)c1ncn2c1C(=O)NC[C@@H]2C)c1ccccc1	-0.1	0.2	4	6	-0.4	-3	nt	nt	nt
O=C(O)CCC(=O)Nc1ccc2c(c1)oc1ccccc12	-0.4	nt	0	-3	-0.2	-5	-14	-0.6	4
O=C(CSCc1cnn(-c2ccccc2)c1-n1cccc1)NCc1cccs1	10	nt	8	0	-1.8	-5	-10	2.0	4
COC(=O)Cc1ccc(NC(=S)NCCO)cc1	i	-0.6	-1	1	?	0	-1	-0.1	2
CCOC(=O)c1cccc(NC(=O)CSc2nnc(C)n2CC2CCCO2)c1 (stereo not given)	-0.6	1.1	0	-4	-0.1	8	0	-1.7	4
COC(=O)c1cn(-c2ccccc2)nc1-c1cccnc1	3.7	nt	-12	-1	-0.1	-2	-8	-0.6	-5
Oc1ccc(Nc2nc(Cl)nc(NCc3ccco3)n2)cc1	i	13*	-5	5	2.1	0	5	-1.6	2
O=S(=O)(c1ccccc1)c1cnc(-c2ccccc2)nc1N1CCCC1	-0.4	1.3	7	8	0.1	0	-12	8.3	-1
N#Cc1ccc(C(=O)N2CCC3CC2c2cc(-c4ccc(F)cc4)ccc23)cc1 (stereo not given)	i	0.3	36	-6	0.2	1	-4	2.6	nt
O=C(Nc1ccccc1NS(=O)(=O)c1ccc(F)cc1)C1CCC1	i	0.4	1	2	-0.1	-8	10	0.4	3
COc1ccc(S(=O)(=O)N2CCOCC2)cc1NC(=O)COC(=O)C1COc2ccccc2O1 (stereo not given)	i	0.0	1	-4	-0.3	0	14	0.4	2
C/C(=N\NC(=O)c1nnn(-c2nonc2N)c1-c1ccccc1)c1cccnc1	i	1.2	8	-6	1.2	3	nt	-0.3	0
O=C(Nc1ccccc1C(=O)O)c1cncc(Br)c1	-0.4	nt	-7	2	-0.5	5	-3	1.1	9
CSCC[C@H](NC(=O)OC(C)(C)C)C(=O)N1CCC(C(=O)N[C@H](C(=O)O)C(C)C)CC1	-0.5	-3.5	3	2	-0.9	-1	-12	-1.3	-3
Brc1ccccc1-n1nnc(-c2ccnc3ccccc23)n1	i	-4.2	17	16	0.1	2	-4	2.6	-5
Cc1ccc(S(=O)(=O)N2[C@@H](c3ccccc3)C(C(=O)O)=CC[C@H]2c2ccc(Cl)c(Cl)c2)cc1	-1.2	-2.2	-2	0	0.4	4	-13	15	nt
Cn1c(C2CCCCC2)nc2cc(N)ccc21	-0.3	2.9	3	3	-0.6	7	5	0.6	1

New compounds follow.
SMILES	BH1578 lux ind	TcdB inh	Yp Topo-I inh	PrPC TRFRET	BoNT-A LC inh2	Anthrax LF inh2	SSB-PriA inh	PfHsp40 yeast	SARS 3CLpro inh
O=C(COc1ccc(Cl)cc1)Nc1ccc2oc(=O)ccc2c1	-0.4	2.1	-4	4	-0.2	-2	-9	0.9	1
CNC(=O)NC(=O)C(C)N1CCN(C/C=C/c2ccccc2)CC1 (stereo not given)	-0.2	1.3	1	-11	1.0	-4	7	1.1	0
CCOC(=O)NC(Nc1cc(C)on1)(C(F)(F)F)C(F)(F)F	i	nt	5	1	0.0	-2	-8	0.3	2
CCc1ccc(CN2CCC(C(=O)Nc3ccc(Oc4ccccc4)nc3)CC2)o1	-0.3	-0.7	16	1	-0.9	0	-5	0.3	-2
c1ccc(Cn2nnnc2C(c2cccs2)N2CCSCC2)cc1 (stereo not given)	i	nt	11	9	0.3	-4	-6	-1.1	11
O=C(Nc1ccc(Cl)c(S(=O)(=O)N2CCOCC2)c1)c1ccc2c(c1)OCO2	-4.3	0.5	-2	0	-0.3	-3	-14	0.8	nt
CN(C(=O)CSc1nncn1C)C1CCCN(Cc2ccccc2F)C1 (stereo not given)	0.5	0.9	-3	1	1.5	3	-22	-0.9	1
COC(=O)c1ccc(NC(=O)Nc2ccc3c(c2)nc(C)n3C)cc1	-3.0	1.1	-7	12	-0.9	-4	-9	0.5	3
CC1(C(=O)NC2CCCCC2)CCC(=O)N1CC(F)(F)F (stereo not given)	nt	-0.2	nt	2	0.9	5	nt	nt	nt
O=C(Oc1ccc(-n2cnnn2)cc1)c1ccccc1	-1.3	1.6	1	-3	-2.0	-3	-6	1.0	0
Cc1cc2nc(CSc3ccccc3)cc(=O)n2[nH]1	-0.4	2.7	-11	-8	-0.3	-2	-7	-0.3	8
COc1ccc(-c2c(-c3ccc(OC)nc3)c3ccccc3n2C)cc1	-1.6	0.3	-5	-5	10	7	2	-0.8	nt
Oc1c(C(c2ccccc2)N2CCN(Cc3ccccc3)CC2)sc2ncnn12 (stereo not given)	-0.6	0.2	23	-12	0.2	-10	-4	-0.9	-6
CCOc1ccccc1NC(=O)c1cccc(NC(=O)C2CCCC2)c1	1.3	1.3	8	2	-4.2	-8	-9	-0.2	-6
Cc1cc(Nc2ccc(F)cc2)c2ccccc2n1	i	0.1	2	6	-0.6	-4	nt	nt	nt
CCCNC(=O)C1(C)CCN(C(=O)c2ccc(F)cc2Cl)C1 (stereo not given)	i	1.7	6	-1	0.0	-3	nt	nt	nt
CCN1CCN(C(C(=O)NC2CCCCC2)c2ccc(Cl)cc2)CC1 (stereo not given)	3.3	nt	-4	-7	-0.3	14	-1	-1.9	1
CCOC(=O)C1=CNS(=O)(=O)NC1c1ccc(C#N)cc1 (stereo not given)	-0.7	1.7	1	-2	-0.4	0	-11	-2.3	nt
COC(=O)c1ccccc1S(=O)(=O)N1CCn2cccc2C1C (stereo not given)	-0.2	1.3	7	1	-1.5	-5	6	1.6	-2
CC(C)CCOc1ccc(C(=O)O)cc1	i	nt	7	0	-0.2	-2	-12	-1.0	3
COc1cccc(-c2cc(C(=O)N3N=C(C)CC3(O)C(F)F)c3ccccc3n2)c1 (stereo not given)	0.5	1.3	4	-1	-0.5	-3	3	-0.4	1
O=C(CC(=O)Nc1ccccn1)Nc1ccccn1	-0.4	nt	5	-5	nt	nt	3	-1.3	2
O=C(NC1CCCC1)C1CCN(C(=O)c2ccc(Cl)cc2)CC1	-3.1	-1.1	-1	-3	-0.8	5	-5	1.0	-4
Cc1ccc(NC(=O)CSc2nc3ncc(Cl)cc3[nH]2)c(C)c1	-3.8	0.9	6	4	-0.7	1	4	-0.3	-1

Arranged by length of the SMILES (ascending): part of the list above
SMILES	BH1578 lux ind	TcdB inh	Yp Topo-I inh	PrPC TRFRET	BoNT-A LC inh2	Anthrax LF inh2	SSB-PriA inh	PfHsp40 yeast	SARS 3CLpro inh
Brc1ccccc1-n1nnc(-c2ccnc3ccccc23)n1	i	-4.2	17	16	0.1	2	-4	2.6	-5
CCOc1ccccc1NC(=O)c1cccc(NC(=O)C2CCCC2)c1	1.3	1.3	8	2	-4.2	-8	-9	-0.2	-6
Cc1ccc(NC(=O)CSc2nc3ncc(Cl)cc3[nH]2)c(C)c1	-3.8	0.9	6	4	-0.7	1	4	-0.3	-1
CSCC[C@H](NC(=O)OC(C)(C)C)C(=O)N1CCC(C(=O)N[C@H](C(=O)O)C(C)C)CC1	-0.5	-3.5	3	2	-0.9	-1	-12	-1.3	-3
